# Bioassay records (PubChem BioAssay)
# HepG2 viability – counter-screen for TGF-b inhibitors: cytotoxicity in HepG2 cells. HepG2 CAGA-GFP viability, ATP luminescence, 18 h. Potency, µM (titrated, usually from 46.1 µM), inactives show at the top dose activity change, negative = cytotoxicity, usual class: cytotoxic. 410,000 tested, 0.76% active. AID 588856; further: potency means the concentration at half of the fitted maximal effect; some results filed as inactive show a strong effect at the top dose
#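 CellTiter-Glo luminescence gave cytotoxicity after 18 hours at 37 degrees C. The cells were HepG2 CAGA-GFP in 1% FBS DMEM, stimulated with 500 pg/mL TGF-beta after compound addition. %Activity was normalised to no-cell wells (complete cell-killing) and DMSO (no toxicity), and curves were fitted and classified.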
# HT1080 IDH1KD tx – kills HT-1080 cells with IDH1 knockdown | HT-1080 IDH1 knockdown viability, ATP luminescence, 48 h | Potency, µM (top dose mostly 46.1 µM), without a hit: at the top dose activity, negative = toxicity, hits mostly cytotoxic | AID 686971 | 360,000 tested, 2% active;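 further: potency means the concentration at half of the fitted maximal effect; 0% = DMSO wells and -100% = cell-free medium wells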
#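 Luminescent ATP read-out (CellTiter-Glo, 10 min at room temperature) after 48 h compound exposure at 37 °C gave viability of IDH1-knockdown HT-1080 cells. Activity was normalised to DMSO and cell-free wells, then fitted as concentration-response curves.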
# KB-3-1 cytotox – kills parental KB-3-1 adenocarcinoma cells | KB-3-1 viability, CellTiter-Glo ATP luminescence, 72 h | Potency, µM (highest dose often 46.1 µM), without a hit: top-dose activity change, negative = cytotoxic, hits mostly cytotoxic | 400,000 tested, 1.4% active | AID 1347075; further: potency means the concentration at half of the fitted maximal effect; on the % scale 0 is the no-effect control and ±100 the full control effect; nearly all actives have a fitted effect of over 60% in size
#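 Here the drug-naive KB-3-1 line serves as comparator for MDR sub-line selectivity; cells received compound titrations, 72 h at 37 °C, then CellTiter-Glo readout.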
# SW480 rerep – inducers of DNA re-replication in SW480 colon cancer cells; 340,000 tested, 1.8% active; Potency, µM (highest dose often 46.1 µM), for inactives: top-dose re-replication activation, actives largely listed as activators; SW480 DNA re-replication, Hoechst DNA content imaging, 48 h; AID 624297; further: potency means the concentration at half of the fitted maximal effect; % of control where 0% means no effect; nearly all actives have a fitted effect of over 55% in size
#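 Compounds, transferred as 23 nL by pin tool, were incubated with cells for 48 hr; DNA content per nucleus was then quantified by Hoechst staining and fluorescence plate imaging.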
# HT1080-NT tox – kills 2HG-producing HT-1080-NT fibrosarcoma cells. HT-1080-NT fibrosarcoma viability, CellTiter-Glo ATP luminescence, 48 h. Potency, µM (doses to about 46.1 µM), inactives show at the highest dose activity, negative = less viability, actives largely listed as cytotoxic. 360,000 tested, 1.6% active. AID 686970;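 further: NT is the 2HG producing partner of a matched IDH1 knockdown line; potency means the concentration at half of the fitted maximal effect; 0% = DMSO-treated cells and -100% = media-only wells without cells; nearly all actives have a fitted effect of over 55% in size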
#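 Read-out is CellTiter-Glo luminescence after 10 minutes at room temperature, following 48 hours' compound treatment of HT-1080-NT cells (750 cells/well, RPMI, 5% FBS, 37 degrees C).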
# ATXN viability – viability counter-screen for ATXN expression inhibitors. S2 cells (HEK-293 line with an ATXN2-luciferase reporter) viability, CellTiter-Fluor protease fluorescence, 24 h. Potency, µM (titrated, usually from 56.7 µM), usual class: cytotoxic. 400,000 tested, 0.49% active. AID 651635; further: potency means the concentration at half of the fitted maximal effect; nearly all actives have a fitted effect of over 40% in size
# MCF10A rerep – induces DNA re-replication in MCF 10a normal breast cells; MCF 10A DNA re-replication, Hoechst nuclear intensity, 48 h; Potency, µM (series often up to 46.1 µM), inactives show at the top dose activity, positive = re-replication, usual class: activators; 350,000 tested, 2.9% active; AID 624296; further: potency means the concentration at half of the fitted maximal effect; % of control where 0% means no effect; nearly all actives have a fitted effect of over 50% in size
# ATXN2 expr inh – reduces ATXN2 reporter expression in HEK-293 cells. Potency, µM (top dose mostly 57 µM), without a hit: top-dose activity change, negative = inhibition, actives largely listed as inhibitors. 360,000 tested, 0.72% active. HEK-293 ATXN2-luciferase reporter, luminescence, 24 h. AID 1745845; further: potency means the concentration at half of the fitted maximal effect; on the % scale 0 is the no-effect control and ±100 the full control effect; nearly all actives have a fitted effect of over 55% in size
#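 qHTS (up to 57 uM final) was run with 24 h compound exposure of reporter cells at 37 °C. Each well was multiplexed: SteadyGlo luminescence measured ATXN2-luciferase expression after a fluorogenic Gly-Phe-AFC viability readout (25 uM final).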
# IL1B secr inh – blocks inflammasome-driven IL-1 beta release; THP-1 LPS/ATP IL-1B secretion, AlphaLISA, 16 h; active compounds read low; activity change, % at 57.5 µM; 360,000 tested, 4.7% active; AID 743279; in the data active means activity change below about -50%; inconclusive means mostly about -30% to -49%; further: on the % scale 0 is the no-effect control and ±100 the full control effect
#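 THP-1 cells pretreated 1 hr with compounds (up to 57.5 uM final), then stimulated with LPS (250 ng/mL final) plus ATP (1.25 mM final); secreted IL-1B measured by AlphaLISA after 16 hr, decreased signal indicating inhibition.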
# Active calls of the source: *; i = inactive; ? = inconclusive; . = not tested or not shown; & = joins results of further samples; [ ] = dose if it differs, or a comment. Unless noted, the call rests on the fitted dose curve; in most records, active means well fitted curve in the direction sought with a large enough effect; inconclusive means small, poorly fitted or top-dose-only effect, or another doubt; inactive means no such curve, though single readings can be large; an effect the other way counts as inactive or inconclusive.
SMILES,HepG2 viability,HT1080 IDH1KD tx,KB-3-1 cytotox,SW480 rerep,HT1080-NT tox,ATXN viability,MCF10A rerep,ATXN2 expr inh,IL1B secr inh
COc1cc(-c2nnc3sc(C4CCCCC4)nn23)cc(OC)c1OC,-51.4%,-23.5%,?,-7.0%,-7.8%,i,20.6µM*,-26.9%,-26.6
Cc1ccc(N2CCN(C(=O)c3cccs3)CC2)c(C)c1,-22.9%,0.8%,4.8%,0.8%,9.4%,i,22.4%,-4.6%,-56.0*
Cc1ccc(C(O)Cn2cc([N+](=O)[O-])nc2C)cc1 (stereo not given),-5.4%,12.7%,3.0%,-13.6%,18.6%,i,-2.8%,-9.9%,-2.6
CC(C)c1ccc(NC(=O)C2(C)Cc3c(-c4ccc(N(C)C)cc4)ccnc3O2)cc1 (stereo not given),-0.1%,28.3%,-0.4%,.,16.8%,i,.,1.0%,-18.5
COc1ccc(C(C)(C)C)cc1NC(=O)Cn1cnnn1,-2.5%,11.9%,6.8%,-20.6%,3.5%,i,-22.8%[9.22 µM],14.9%,8.8
CCCC#Cc1ccc2c(c1)O[C@H](CN(C)S(=O)(=O)c1cccc(OC)c1)[C@H](C)CN([C@H](C)CO)S2(=O)=O,-18.7%,?,?,.,?,?,.,?,-15.9
CC1CCCN(Cc2c(O)ccc3c4c(c(=O)oc23)CCCC4)C1 (stereo not given),-15.2%,1.6%,8.9%,20.3%,-1.2%,i,?,-22.8%,0.0
Cc1ccc(C)c(NC(=S)Nc2cccc3cnccc23)c1,1.1%,-7.4%,?,13µM*,?,i,?,-20.3%,31.7
CC1(C)C2([N+](=O)[O-])CN3CC1([N+](=O)[O-])CN(C2)C3c1ccccc1 (stereo not given),14.9%,-0.2%,13.1%,-1.2%,2.0%,i,-21.7%,3.4%,-13.0
Cc1cc(C(=O)COC(=O)c2cc(Cl)ccc2N)c(C)n1Cc1ccco1,-7.0%,-15.5%,-3.5%,?,-12.4%,i,?,118.9%[activator],-6.2
Cc1cc(Nc2ccccc2)n(C(=O)c2ccccc2)n1,27.3%,14.8%,-17.2%,-2.0%,14.3%,i,0.9%,43.3%[activator],-4.9
CC1CCN(C(=O)c2cccc(NC(=O)c3nsc4ccccc34)c2)CC1,-42.0%,.,-1.3%,.,.,?,.,-29.5%,.
COc1cccc(C2(C)NC(=O)N(CC(=O)Nc3ccc(N4CCOCC4)cc3)C2=O)c1 (stereo not given),12.2%,11.2%,10.4%,-6.6%,5.8%,i,4.2%,6.8%,4.4
O=C(O)CCCSc1nccn1-c1ccccc1,4.0%,15.6%,-3.6%,-17.3%,21.1%,i,-2.2%,6.8%,0.0
O=C(CSc1nnc(-c2cccnc2)s1)Nc1ccnc2ccccc12,-22.3%,?,2.31µM*,-9.4%,-11.8%,i,1.3%,-7.7%,-2.8
CC(=O)Nc1ccccc1-c1nnc(SCc2ccccc2Cl)[nH]c1=O,2.0%,-11.7%,-1.1%,-11.1%,-0.3%,.,2.5%,.,18.6
C[C@@H]1CN([C@@H](C)CO)C(=O)CCCn2nncc2CO[C@H]1CN(C)S(=O)(=O)c1cccs1,-5.4%,1.3%,-6.1%,.,6.4%,i,.,-6.0%,22.4
COc1cc(Cc2nc3ccc(S(=O)(=O)N4CCOCC4)cc3[nH]2)cc(OC)c1OC,1.4%,-1.4%,-4.8%,2.6%,-5.0%,i,-3.1%,2.9%,9.5
CC(=O)c1cc2c(cc1NC(=O)CCc1c(C)nc3ncnn3c1C)OCO2,0.8%,9.9%,5.7%,-4.4%,3.1%,i,-5.1%,20.1%,1.6
Cc1nn(-c2cccc(C(F)(F)F)c2)c(Cl)c1/C=N/Nc1cccc(C(=O)O)c1,-54.0%,-16.5%,-1.1%,1.4%,-9.7%,i,1.5%,50.2%[activator],-14.7
COCCCN(CC(=O)NCc1ccccc1)S(=O)(=O)c1ccc(C)cc1,-16.4%,-8.5%,-0.5%,-3.5%,-1.6%,i,-3.0%,-4.5%,-11.1
Cc1cccn2cc(CSc3nnc(Nc4ccc(C(C)C)cc4)s3)nc12,-30.0%,1.2%,?,3.9%,7.2%,i,20.8%,-28.6%,-19.6
Cc1ccc(-c2cc(C(F)F)nc(N3CCOCC3)n2)cc1,-7.8%,-11.4%,-3.5%,10.5%,-2.9%,i,?,-12.4%,?
O=C(CN1CCN(C(=O)c2ccccc2)CC1)Nc1ccc(Br)cn1,-14.4%,1.1%,-2.2%,6.0%,-1.4%,i,7.9%,-32.3%,1.1
COc1ccccc1/C=C/CN1CCCC(CO)(Cc2cccc(Cl)c2)C1 (stereo not given),-51.3%,16.4µM*,-17.0%,?,25.9µM*,i,?,?,-69.6*
# Additional structures:
SMILES,HepG2 viability,HT1080 IDH1KD tx,KB-3-1 cytotox,SW480 rerep,HT1080-NT tox,ATXN viability,MCF10A rerep,ATXN2 expr inh,IL1B secr inh
CC(Oc1ccc(Cl)cc1)c1ccc(C#N)c(=O)[nH]1 (stereo not given),-8.0%,-5.9%,1.6%,0.8%,-5.5%,i,0.3%,.,-4.9
O=C(NCCN1CCOCC1)C1CC(=O)N(c2cccc(C(F)(F)F)c2)C1 (stereo not given),0.6%,1.7%,1.2%,1.3%,4.1%,?,-1.0%,9.5%,6.2
CC1Cc2cc(/C(O)=C3\C(=O)C(=O)N(CCN(C)C)C3c3ccccc3F)ccc2O1 (stereo not given),-17.8%,-5.4%,-1.6%,-14.6%,3.1%,i,-3.0%,4.4%,-3.3
Clc1ccc2nc(-c3ccncc3)cc(-c3ccccc3)c2c1,0.2%,11.3%,-21.5%,-10.9%,3.3%,i,-7.5%,2.1%,3.9
Cc1cc(C)nc(NC(=O)c2cc(Br)ccc2Cl)n1,-0.8%,10.2%,14.1%,-7.0%,2.9%,i,3.1%,7.1%,16.3
CN(C)CCn1c(N)nc2ccccc21,5.3%,-0.2%,13.8%,-2.8%,0.2%,i,-0.8%,-12.9%,33.8
Cc1cc(C)nc(NS(=O)(=O)c2ccc(NC(=O)CCC3COc4ccccc4O3)cc2)n1 (stereo not given),-6.3%,0.1%,6.4%,-2.5%,-3.1%,i,4.4%,-31.1%,-0.4
O=[N+]([O-])c1cc([N+](=O)[O-])c(Oc2cccc3ccccc23)cc1NN1CCCCC1,-31.2%,9.5%,28.7%,3.5%,29.7%,i,2.2%,5.8%,27.9
S=C(NCc1ccc2c(c1)OCO2)NC1CC1,0.0%,-5.3%,7.1%,-1.9%,-7.8%,?,-31.1%[inhibitor],-24.7%,-8.4
COc1ccc(N(C(C)=O)c2nc(C)cc(C)c2C#N)c(OC)c1,-1.3%,-1.2%,-4.7%,-8.8%,-0.1%,i,-7.2%,3.4%,7.7
CCOC(=O)N1CCC(N2C(=O)c3ccccc3C2Nc2ccc3c(c2)OCCO3)CC1 (stereo not given),-11.4%,4.8%,-4.6%,3.2%,-0.3%,i,0.4%,-13.9%,10.7
CCCn1nc(C(=O)N2CCc3ccccc32)c2ccccc2c1=O,-12.8%,-8.1%,-19.3%,-0.5%,4.7%[9.24 µM],i,5.1%,-17.5%,6.8
CC1=C(C(=O)OC(C)C)C(c2cn(-c3ccccc3)nc2-c2cccs2)NC(=O)N1 (stereo not given),-4.1%,-18.7%,-24.6%,?,-0.5%,i,10.5%,.,13.7
Cc1cccnc1NC(=O)CSc1ccc2c(c1)OCCO2,-9.0%,-0.5%,3.7%,-1.8%,17.0%,i,-7.5%,.,-10.8
CC(=O)c1ccc(N2CCN(C(=O)Nc3cccc(F)c3)CC2)cc1,-9.8%&-4.5%,-2.8%,0.0%,4.4%,-5.4%,i,10.4%,.,-4.7
CCCCNc1c(-c2cccc(-c3cc(C(C)=O)cs3)c2)nc2cc(C)ccn12,-27.4%,-53.3%,?,?,?,11.2µM*,?,22.4µM*,-79.5*
O=C(Cn1c(=O)oc2ccccc21)Nc1ccccc1Cl,19.4%,-0.9%,6.3%,-4.2%,3.7%,i,3.8%,5.3%,3.3
COc1ccc(-c2cc(C)no2)cc1S(=O)(=O)NCCCN(C)Cc1ccccc1,-30.0%,-17.5%,-10.8%,-3.7%,-22.8%,i,6.2%,-10.2%,-22.3
CCOC(=O)c1ccccc1NC(=O)Cn1c(=O)n(CCCC(=O)NCc2ccc3c(c2)OCO3)c(=O)c2ccccc21,11.9%,.,-2.2%,.,.,i,.,14.2%,.
CC(C)Oc1ccc2ccccc2c1CNC[C@H]1O[C@@H](n2ccc(=O)[nH]c2=O)[C@H](O)[C@@H]1O,2.0%,18.5%,0.0%,.,3.8%,i,.,7.2%,0.5
COc1cc(NC(=O)Cc2c(C(=O)O)[nH]c3ccccc23)cc(OC)c1OC,-1.9%,11.0%,-1.8%,-15.0%,17.8%,i,-1.2%,5.8%,19.6
Cc1ccc(-n2c(SCC(=O)NCCN3C(=O)CSC3=O)nnc2-c2cccc(C)c2)cc1,-0.6%,-7.8%,6.4%,-4.7%,1.5%,i,-1.4%,0.6%,0.0
Cc1ccccc1C(=O)n1nc(-c2cccnc2)nc1NCc1ccccc1,-27.8%,.,-0.5%,.,.,i,.,-5.4%,.
COc1nc(N(c2ccccc2)c2ccccc2)nc(-n2ccnc2)n1,-21.3%,-16.7%,-4.5%,-4.7%,-17.4%,i,16.4µM*,3.5%,-3.0

# Results in ATXN viability, HepG2 viability and MCF10A rerep, for some of the entries so far:
SMILES | ATXN viability | HepG2 viability | MCF10A rerep
COc1cc(NC(=O)Cc2c(C(=O)O)[nH]c3ccccc23)cc(OC)c1OC | i | -1.9% | -1.2%
CCCCNc1c(-c2cccc(-c3cc(C(C)=O)cs3)c2)nc2cc(C)ccn12 | 11.2µM* | -27.4% | ?
